High-throughput results from PubChem.
S1P4 antag: antagonists of human S1P4 receptor | O95977 | S1P4-expressing cells, antagonist mode, reporter read-out | inhibition, % at 4.98 µM | 220,000 tested, 0.26% active | AID 1510; in the data active = inhibition above about 29%;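 note: 0% = wells stimulated with agonist and 100% = vehicle wells without agonist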
Target sequence (O95977 whole entry, looked up): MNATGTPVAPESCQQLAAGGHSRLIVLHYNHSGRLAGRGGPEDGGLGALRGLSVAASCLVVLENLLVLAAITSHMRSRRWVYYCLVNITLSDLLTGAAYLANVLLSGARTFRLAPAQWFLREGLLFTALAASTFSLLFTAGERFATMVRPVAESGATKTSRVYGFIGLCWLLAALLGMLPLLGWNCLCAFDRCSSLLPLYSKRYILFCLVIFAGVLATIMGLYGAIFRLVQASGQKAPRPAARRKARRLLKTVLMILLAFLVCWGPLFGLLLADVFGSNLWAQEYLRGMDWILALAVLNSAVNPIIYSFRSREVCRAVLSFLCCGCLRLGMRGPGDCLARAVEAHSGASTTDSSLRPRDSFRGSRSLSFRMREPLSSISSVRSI
TRPML3 agonist: activates the human TRPML3 channel; Q8TDD5; 220,000 tested, 0.29% active; AID 1448; activation, % at 3 µM; HEK293 TRPML3-YFP, Fluo-8 calcium fluorescence; 100% = the carbachol control signal;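 active = activation above its plate's cutoff, the mean activation of the plate's test wells plus 3 SD, cut at about 12% in these data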;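 note: 0% = DMSO only wells and 100% = carbachol wells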
Target sequence (Q8TDD5 whole entry, looked up): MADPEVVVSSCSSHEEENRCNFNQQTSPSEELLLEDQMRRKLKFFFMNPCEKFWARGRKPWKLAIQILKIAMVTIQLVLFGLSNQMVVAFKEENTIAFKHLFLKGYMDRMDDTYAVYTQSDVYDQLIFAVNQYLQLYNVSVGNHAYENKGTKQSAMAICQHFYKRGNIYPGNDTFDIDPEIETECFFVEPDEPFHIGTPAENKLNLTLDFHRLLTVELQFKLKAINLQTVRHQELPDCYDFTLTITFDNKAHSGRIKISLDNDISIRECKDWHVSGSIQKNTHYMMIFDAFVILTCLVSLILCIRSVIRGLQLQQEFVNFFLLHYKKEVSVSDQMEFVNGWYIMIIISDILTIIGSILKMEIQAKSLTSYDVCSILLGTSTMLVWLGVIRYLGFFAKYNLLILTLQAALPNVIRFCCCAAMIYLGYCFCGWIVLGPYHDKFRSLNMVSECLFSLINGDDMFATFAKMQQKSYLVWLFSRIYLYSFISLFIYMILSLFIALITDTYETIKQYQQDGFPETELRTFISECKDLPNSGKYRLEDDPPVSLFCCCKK
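Test system – HEK293 line with stable expression of human TRPML3-YFP channel · Control set – carbachol 87 µM final as high control (100%), DMSO as low control (0%) · Signal – Fluo-8 calcium dye fluorescence, ex 470-495, em 515-575 nm · Incubation – 1-h 37 °C dye load, 5-s basal, 120-s post-compound reads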
BaF3 tox: counter-screen for JAK2V617F inhibitors: parental Ba/F3 viability inhibitors; CellTiter-Glo ATP luminescence; inhibition, % at 5.6 µM; 220,000 tested, 1.1% active; AID 1486;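 active = inhibition above a per-campaign cutoff, the mean inhibition of all tested compounds plus 3 SD, cut at about 27% in these data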;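 note: 0% = DMSO wells and 100% = JAK Inhibitor I control wells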
Calpain2 inh: blocks pig calpain II enzyme activity; purified calpain II, fluorogenic peptide substrate, 30 min; inhibition, % at 16 µM; 220,000 tested, 0.37% active; AID 1236;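 active = inhibition above about 50%, limit read from the data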
Ba/F3 V617F tox: loss of viability in JAK2V617F-driven Ba/F3 cells; Ba/F3 EpoR-JAK2V617F viability, ATP luminescence; inhibition, % at 5.6 µM; 220,000 tested, 1.1% active; AID 1446;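 active = inhibition above the campaign mean plus 3 SD over all tested compounds, cut at about 24% in these data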;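 note: cytokine-independent growth of Ba/F3 cells driven by EpoR plus mutant JAK2; 0% = DMSO-treated cells and 100% = JAK inhibitor I control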
S1P4 agonist: agonists of human S1P4 receptor; S1P4-expressing cell line, agonist reporter assay; activation, % at 4.98 µM; 220,000 tested, 0.35% active; in the data active = activation above about 11%;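 note: 0% = DMSO vehicle and 100% = reference agonist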
TRPN1 ag: activates the zebrafish TRPN1 channel | HEK293 zebrafish TRPN1-YFP, Fluo-8 calcium fluorescence; 100% = response to 87 µM carbachol | activation, % at 3 µM | 220,000 tested, 0.18% active;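 active = activation above its plate's cutoff, the mean activation of test wells on that plate plus 3 SD, cut at about 19% in these data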;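 note: 0% = DMSO alone and 100% = 87 µM carbachol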
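System: zebrafish TRPN1-YFP in HEK293 cells / Dosing: 3 µM single point / Timing: dye loading 1 h at 37 °C, then 30 min room temperature / Signal: Fluo-8 calcium fluorescence, excitation 470-495 nm, emission 515-575 nm / Read-out basis: percent activation from peak over basal fluorescence ratio, control-normalized / Control set: high carbachol 87 µM, low DMSO alone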
PERK inh: human PERK inhibition, primary cell-based screen | Q9NZJ5 | CHO PERK-DD fusion, SEAP luminescence translation reporter | inhibition, % at 5.6 µM | 220,000 tested, 0.17% active | AID 1416;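 active = inhibition above the mean inhibition of all tested compounds plus 3 SD, set separately per screening campaign, cut at about 2.9% in these data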;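 note: PERK kinase domain activated by AP20187 dimerizer at 100 nM; 0% = DMSO with dimerizer and 100% = rapamycin at 8.4 µM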
EP2 modulator: modulates human prostaglandin E2 receptor EP2 signaling | P43116 | EP2-expressing cells, cAMP HTRF FRET, PGE2 co-stimulation | induction, % at 25 µM | 260,000 tested, 0.83% active;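 active = compounds whose cAMP rise, as percent of the full-agonist control response, exceeds 60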;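 note: rat C6 glioma line stably carrying human EP2 under a CMV promoter; the protocol text gives 20 µM as final concentration; 100% = response of wells given 1 µM PGE2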
The depositor's hits bear a star; & = joins results of further samples. An unsorted share of the library. Share with any hit: about 3.6%.

SMILES | S1P4 antag | TRPML3 agonist | BaF3 tox | Calpain2 inh | Ba/F3 V617F tox | S1P4 agonist | TRPN1 ag | PERK inh | EP2 modulator
COC(=O)c1c(N2C(=O)CC(Sc3ccccc3C(=O)O)C2=O)sc2c1CCCC2 (configuration not stated) | -7 | 1.1 | 11 | 14 | 2 | 1.2 | -0.7 | 0.2 | 23
CCN(CC)S(=O)(=O)c1ccc(/C=C/C(=O)Nc2c(C)n(C)n(-c3ccccc3)c2=O)cc1 | 7 | 0.8 | 7 | 12 | 1 | 1.3 | 0.8 | -0.4 | 28
Cc1nc2c(C)cccn2c1/C(O)=C1\C(=O)C(=O)N(CCN(C)C)C1c1ccco1 (configuration not stated) | -3 | 0.7 | 1 | 13 | -2 | 0.2 | 1.1 | -0.1 | 9
COc1ccc(OC)c(S(=O)(=O)N(C)CC(=O)N2CCN(c3ccccc3F)CC2)c1 | -1 | -0.7 | 6 | -22 | 4 | -0.7 | -0.1 | -1.6 | 44
O=C(NNC(=O)c1ccccc1Cl)c1cc2cc(OC(F)(F)F)ccc2[nH]1 | -3 | 0.0 | 2 | 18 | 3 | -0.8 | 1.4 | 0.0 | -33
O=C(/C=C/c1ccc2c(c1)OCO2)Nc1nncs1 | 0 | 0.6 | -4 | -18 | 3 | -0.7 | -1.6 | 0.1 | 1
CCCS(=O)c1nc(C)cc(C)c1S(C)(=O)=O (configuration not stated) | -16 | 0.6 | 7 | 24 | -1 | 1.2 | -0.8 | 1.4 | 14
O=c1oc2ccc(Cl)cc2nc1/C=C(\O)c1ccco1 | 9 | 1.5 | 15 | 5 | 34* | 0.7 | 1.1 | 0.2 | 2
COc1cccc(C2Nc3c(F)cc(Br)cc3C3C=CCC32)c1OC (configuration not stated) | -18 | 1.4 | 0 | -6 | 1 | 0.6 | -0.1 | 1.4 | 54
CCc1cc2cc(C)cc(C)c2nc1SCC(=O)Nc1cc(C)on1 | -10 | 1.1 | 4 | -18 | -1 | 0.3 | 1.2 | 1.6 | 17
COc1ccc(C(=O)/C(=C/c2cccs2)c2nc3ccccc3o2)cc1 | -1 | 0.2 | 10 | 0 | -1 | -2.4 | -1.0 | -0.3 | -10
COC(=O)c1cc(C)[nH]c2c(C)cc3nc4ccccc4c3c12 | 9 | -0.1 | 2 | 23 | -3 | 0.3 | -3.3 | -0.3 | -11
CCCCC1=NN2C(=N)CC(=O)N=C2S1 | -13 | 0.2 | 9 | -30 | 3 | 3.2 | 1.5 | 0.7 | 5
O=[N+]([O-])c1cc(-c2cnc3ccccc3n2)ccc1Oc1ccc(Cl)cc1 | -2 | 0.5 | 11 | 42 | 5 | -0.5 | -0.5 | 0.1 | 4
N#C/C(=C\Nc1ccc2cn[nH]c2c1)c1nc(-c2ccccc2)cs1 | -12 | 0.4 | -1 | -66 | -2 | 0.6 | -0.3 | 0.2 | 24
CC(C)(C)NS(=O)(=O)c1ccc(CCC(=O)Nc2cc(Cl)ccc2Oc2ccccc2)cc1 | -15 | 0.1 | 5 | 21 | -1 | 1.0 | -0.4 | 0.2 | 28
CCc1ccc(NC(=O)CSc2nnc(CNC(=O)c3c(F)cccc3Cl)o2)cc1 | -5 | 0.2 | -2 | 18 | -5 | -3.5 | 0.6 | -0.8 | -2
CCOc1ccc(C(C)C)cc1S(=O)(=O)n1nc(C)cc1C | -9 | 1.5 | 2 | -24 | -1 | -0.6 | -1.9 | -0.6 | 3
COC(=O)c1cc(NS(=O)(=O)c2ccc(N3CCC(C)CC3)c([N+](=O)[O-])c2)cc(C(=O)OC)c1 | -12 | 0.0 | 1 | -76 | -5 | 0.3 | -0.3 | 0.8 | 4
COc1ccc(-n2c(NC(=O)c3ccco3)c(C#N)c3nc4ccccc4nc32)cc1 | -16 | 0.2 | 7 | -255 | 0 | 0.8 | 1.4 | -0.3 | 16

Random excerpt: two entries already listed.
SMILES | S1P4 antag | TRPML3 agonist | BaF3 tox | Calpain2 inh | Ba/F3 V617F tox | S1P4 agonist | TRPN1 ag | PERK inh | EP2 modulator
CCc1ccc(NC(=O)CSc2nnc(CNC(=O)c3c(F)cccc3Cl)o2)cc1 | -5 | 0.2 | -2 | 18 | -5 | -3.5 | 0.6 | -0.8 | -2
CCCCC1=NN2C(=N)CC(=O)N=C2S1 | -13 | 0.2 | 9 | -30 | 3 | 3.2 | 1.5 | 0.7 | 5

Filtered by structure, those above with two or more sulfur atoms.
SMILES | S1P4 antag | TRPML3 agonist | BaF3 tox | Calpain2 inh | Ba/F3 V617F tox | S1P4 agonist | TRPN1 ag | PERK inh | EP2 modulator
COC(=O)c1c(N2C(=O)CC(Sc3ccccc3C(=O)O)C2=O)sc2c1CCCC2 (configuration not stated) | -7 | 1.1 | 11 | 14 | 2 | 1.2 | -0.7 | 0.2 | 23
CCCS(=O)c1nc(C)cc(C)c1S(C)(=O)=O (configuration not stated) | -16 | 0.6 | 7 | 24 | -1 | 1.2 | -0.8 | 1.4 | 14

Remaining list, next part
SMILES | S1P4 antag | TRPML3 agonist | BaF3 tox | Calpain2 inh | Ba/F3 V617F tox | S1P4 agonist | TRPN1 ag | PERK inh | EP2 modulator
O=C(COC(=O)/C=C/c1cccs1)Nc1nc(-c2ccccc2)cs1 | -6 | 1.2 | 1 | -16 | -3 | 1.0 | -1.5 | 1.2 | -52
O=C(O)/C(=C\c1cccc(F)c1)c1ccc(S(=O)(=O)N2CCCCC2)s1 | -4 | 0.4 | 0 | -9 | -3 | -0.1 | -0.9 | 0.5 | -5
CN(C)c1ccc(-n2cc3c(=O)n(C)c(=O)n(C)c3c2)cc1 | -12 | -1.0 | 1 | -79 | -3 | 2.5 | -1.1 | 0.0 | -23
O=C(NCc1ccccc1)c1ccc(S(=O)(=O)Nc2cccc(C(F)(F)F)c2)cc1 | -19 | 2.1 | 4 | 8 | -8 | 0.4 | 5.3 | 0.3 | -13
COc1cccc(C2C3=C(CCCC3=O)Nc3[nH]n(-c4ccccc4)c(=O)c32)c1 (configuration not stated) | -2 | 0.0 | 4 | -3 | -5 | 1.5 | 0.8 | 0.4 | 30
C/C(=N\O)C(=O)NCCN1CCCCC1 | -20 | 0.5 | 4 | -10 | 5 | 1.6 | 1.0 | -0.3 | 0
O=[N+]([O-])c1ccc2c(c1)/C(=N\O)c1ccccc1-2 | 6 | 0.4 | -1 | -11 | 2 | -1.0 | -0.4 | 1.3 | -18
COc1ccccc1NC(=O)CCc1nc2ccccc2s1 | -13 | 0.2 | 6 | 23 | 6 | -1.1 | -0.3 | -0.1 | -40
COc1ccccc1-c1cn[nH]c1-c1ccc(OCc2ccc(F)cc2)cc1O | -1 | 0.0 | -5 | 15 | -1 | 6.1 | -1.0 | 0.1 | -24
CCC(CC)c1nn2c(N)c(/C=C3\C(C)=Nc4ccccc43)c(=O)nc2s1 | 6 | 0.2 | 0 | 21 | -3 | -0.2 | 3.5 | 0.9 | -55
COCCCn1c(SCC(=O)NC2CCCCC2)nnc1-c1ccncc1 | -45 | 1.2 | 0 | -1 | -4 | -0.1 | 0.1 | 0.8 | -1
COc1ccc(/C=N/N=C2/NC(=O)C(CC(=O)O)S2)cc1OCc1ccc(Cl)cc1 (configuration not stated) | -17 | 0.8 | 8 | -24 | 1 | 2.8 | 0.8 | 1.2 | -15
COc1cc(N)c(Cl)cc1Cl | -25 | -0.5 | 3 | -19 | -3 | 0.4 | -1.1 | 0.7 | 2
NC(=O)C1(N2CCCCC2)CCN(C2CC(=O)N(CCc3ccccc3)C2=O)CC1 (configuration not stated) | -3 | 0.4 | 2 | 6 | -2 | -3.3 | 1.2 | -0.2 | 15
CC(C)OCCCn1c(=NC(=O)c2cccs2)c(C#N)cc2c(=O)n3ccccc3nc21 | 7 | 1.8 | 4 | -99 | 4 | 19* | 2.6 | -1.7 | 15
CCOC(=O)C1C(=O)CC(C)(O)C(C(=O)OCC)C1c1ccc(OC)cc1 (configuration not stated) | 16 | -0.1 | 3 | 8 | -1 | -4.2 | 0.8 | -0.5 | 23
C=CCN=Cc1sc2ccc(OCC)cc2c1O | -13 | 0.9 | 6 | -11 | -3 | -1.4 | 0.8 | 1.4 | -26
CN1CCCC(CC2Oc3ccccc3Sc3ccccc32)C1 (configuration not stated) | -10 | 1.2 | 7 | 7 | 2 | -0.5 | 0.7 | -0.6 | -61
O=C(CCCn1cnc([N+](=O)[O-])n1)Nc1ccc(Cl)c(Cl)c1 | -9 | 1.6 | -4 | -14 | -1 | 1.6 | -1.2 | -0.1 | -18
Cc1ccc(S(=O)(=O)N(C)C)cc1NC(=S)N(CCC#N)Cc1cccnc1 | 1 | 0.4 | 4 | -21 | -2 | -0.7 | 0.4 | 0.8 | 11

Sorted by the number under Calpain2 inh (smallest number first): some entries from above.
molecule	Calpain2 inh
CCCCC1=NN2C(=N)CC(=O)N=C2S1	-30
O=C(NCc1ccccc1)c1ccc(S(=O)(=O)Nc2cccc(C(F)(F)F)c2)cc1	8
CCC(CC)c1nn2c(N)c(/C=C3\C(C)=Nc4ccccc43)c(=O)nc2s1	21

(next part)
SMILES | S1P4 antag | TRPML3 agonist | BaF3 tox | Calpain2 inh | Ba/F3 V617F tox | S1P4 agonist | TRPN1 ag | PERK inh | EP2 modulator
COc1ccc(S(=O)(=O)Nc2ccc(C)cc2)cc1OC | -23 | 0.4 | 3 | -47 | -1 | 0.6 | 0.6 | 0.9 | 9
CCOC(=O)C1CCCC(NS(=O)(=O)c2ccc(NC(C)=O)cc2)C1 (configuration not stated) | -4 | 0.4 | -2 | 20 | -4 | 0.9 | 0.0 | 0.1 | 7
CCOC(=O)c1cc(-c2cccnc2)nn1-c1ccccc1C | 12 | 0.2 | 4 | -15 | -2 | 0.9 | -0.6 | -0.1 | 15
COc1ccc(Nc2nc(-c3ccccc3)cs2)cc1 | -20 | 0.0 | 4 | -36 | 2 | 3.4 | -1.3 | -0.9 | 32
C=CCn1c(SCC(=O)c2ccc(OC)cc2)nnc1-c1cc2cccc(OC)c2o1 | 7 | 0.4 | 2 | 5 | -4 | -4.0 | -1.2 | 0.1 | 7
Cc1nc(SCC(=O)NCCc2ccccc2)nc(C)c1C | 3 | 0.6 | 0 | 16 | -1 | -0.9 | -1.9 | -0.1 | 6
Cc1ccc(Cl)cc1N1CCN(S(=O)(=O)c2cccc(S(=O)(=O)N3CCCC3)c2)CC1 | -8 | 0.1 | 2 | -45 | -5 | -0.7 | 0.8 | 0.0 | 6&29
CC(=O)OCCOCn1cnn2c(=O)c(Br)c(C)nc12 | -8 | 1.3 | 2 | -17 | -2 | 1.3 | 2.4 | 1.2 | 10
Cc1ccc(N=C2SCCCN2C(=O)c2ccco2)cc1Cl | 9 | -0.5 | 2 | -11 | -3 | -0.6 | 0.6 | 0.5 | -2
CCC(=O)Nc1cccc(NC(=O)c2ccccc2Br)c1 | -18 | 0.7 | 10 | 13 | 4 | 0.0 | 1.8 | 0.2 | -3
COc1ccc(Cl)cc1NC(=S)NCCc1ccc(S(N)(=O)=O)cc1 | -14 | 1.3 | 4 | 10 | -1 | -0.1 | 3.1 | 0.8 | -32
Nc1nonc1-n1nnc(C(=O)N/N=C/c2cccc(Cl)c2)c1CSc1ccccc1 | 4 | 0.7 | -2 | -2 | -2 | -1.2 | -1.3 | 0.8 | 4

Looked up above:
Value for CCC(=O)Nc1cccc(NC(=O)c2ccccc2Br)c1 in TRPML3 agonist: 0.7
Value for CC(=O)OCCOCn1cnn2c(=O)c(Br)c(C)nc12 in Ba/F3 V617F tox: -2
